RECQ1 helicase – RECQ1 (human) helicase inhibition. 0.54% of 240,000 active. RECQ1 DNA unwinding, red fluorescence kinetic read. P46063. Potency, µM (titrated, usually from 57.3 µM), for the others: at the highest dose activity, negative = inhibition, actives largely listed as inhibitors;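 note: plate controls were vehicle for no effect and no enzyme for full effect; nearly all actives have a fitted effect of over 30% in size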
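RECQ1T1 50 nM; forked duplex (20 bp + 30-nt ss tails) 200 nM, ATP 2 mM final; pH 8.0, 2 mM MgCl2, 2.5 ug/ml poly(dI-dC); 15 min compound preincubation; discontinuous kinetic read over 2 h at RT.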
Luc counter – Kinase-Glo luciferase inhibition (counter-screen); Potency, µM (doses to about 38.3 µM), for inactives: at the highest dose activity change, negative = inhibition, actives largely listed as inhibitors; 0.28% of 200,000 active; Q27757; Kinase-Glo luciferase, ATP luminescence, 8 min; note: % is set by controls: 0 for no effect and ±100 for the full control effect; nearly all actives have a fitted effect of over 60% in size
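Recombinant Kinase-Glo luciferase, 10 uM ATP (linear range), luciferin; imidazole pH 7.2 / KCl / MgCl2 / Tween / BSA buffer; 8 min RT; luminescence.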
Tau ThT inhib – inhibitors of human tau fibril formation, thioflavin T binding; P10636; recombinant tau K18 P301L (four-repeat tau fragment), heparin-induced fibrillization, ThT fluorescence; Potency, µM (doses to about 57.4 µM), for the others: at the highest dose activity, negative = inhibition, usual class: inhibitors; 2.1% of 270,000 active; note: % is set by controls: 0 for no effect and ±100 for the full control effect; nearly all actives have a fitted effect of over 55% in size
Target sequence (P10636 561-689 P618L limits assumed): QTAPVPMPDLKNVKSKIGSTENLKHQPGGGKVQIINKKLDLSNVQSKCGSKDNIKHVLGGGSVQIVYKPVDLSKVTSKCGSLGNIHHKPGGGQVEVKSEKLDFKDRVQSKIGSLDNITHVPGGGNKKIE
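Recombinant human tau K18 fragment […] carrying P301L, 15 uM unlabeled plus 0.24 uM Alexa 594-labeled, was fibrillized with 20 uM heparin in 100 mM sodium acetate pH 7 for 6 hr at 37 C; 30 uM ThT fluorescence read after 1 hr.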
SMN2 splice up – increases expression of the SMN2 splice variant. HEK293 SMN2-luciferase splicing reporter, luminescence, 30-36 h. 2.8% of 210,000 active. Potency, µM (titrated, usually from 46.1 µM), without a hit: at the highest dose activity change, positive = activation, usual class: activators. AID 1458; note: % of control where 0% means no effect; nearly all actives have a fitted effect of over 55% in size
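HEK293 cells carry an SMN2 […]–luciferase reporter in which exon 7 inclusion puts luciferase in frame. Cells were plated 10-12 h before compound addition, then incubated 30-36 h at 37C. ONE-Glo luminescence was read; sodium butyrate at 4.5 mM final served as control.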
KDM4E inh – blocks human JMJD2E demethylase activity | Potency, µM (doses to about 57.1 µM), for inactives: at the highest dose activity change, negative = inhibition, actives largely listed as inhibitors | 1.6% of 230,000 active | JMJD2E catalytic domain, FDH-coupled NADH fluorescence (FDH is formaldehyde dehydrogenase) | B2RXH2; active = well fitted inhibition curve with a large enough effect, not every such curve was filed as active; inconclusive = small, poorly fitted or top-dose-only effect, or another doubt; inactive = no such curve, though single readings can be large or run the other way;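 note: 0% = wells with enzyme and -100% = buffer wells without enzyme; nearly all actives have a fitted effect of over 50% in size; many of its hits are not listed in these tables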
Target sequence (B2RXH2 1-337 limits assumed): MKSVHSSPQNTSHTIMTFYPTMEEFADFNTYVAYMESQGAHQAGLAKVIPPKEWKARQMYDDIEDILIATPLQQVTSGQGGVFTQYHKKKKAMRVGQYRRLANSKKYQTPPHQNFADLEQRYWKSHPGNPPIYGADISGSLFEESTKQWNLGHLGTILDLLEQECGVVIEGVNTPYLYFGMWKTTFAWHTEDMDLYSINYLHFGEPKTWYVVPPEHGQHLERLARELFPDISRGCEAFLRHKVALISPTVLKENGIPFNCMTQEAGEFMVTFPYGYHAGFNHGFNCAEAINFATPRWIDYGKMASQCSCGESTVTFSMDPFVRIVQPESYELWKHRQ
L3MBTL1 inh – blocks human L3MBTL1; AlphaScreen L3MBTL1–H3K9me1 peptide binding; 0.66% of 230,000 active; Potency, µM (titrated, usually from 57.1 µM), inactives show top-dose activity, negative = inhibition, actives largely listed as inhibitors; AID 485360; Q9Y468; note: % is set by controls: 0 for no effect and ±100 for the full control effect; nearly all actives have a fitted effect of over 60% in size
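L3MBTL1 (50 nM) pre-complexed 30 min with biotinylated H3(1-15)K9me1 peptide (75 nM), then compounds added for 30 min at room temperature; AlphaScreen streptavidin donor/nickel chelate acceptor beads (10 ug/mL final) read after 30 min dark incubation.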
LMNA splice mod – changes lamin A minigene splicing in HeLa cells; Potency, µM (titrated, usually from 46.1 µM), without a hit: at the highest dose ratio change, negative = inhibition, usual class: inhibitors; HeLa LMNA splicing GFP/RFP minigene ratio, 48 h; 0.01% of 200,000 active; active = well fitted inhibition curve with a large enough effect in the signal ratio, with a control signal flat, not every such curve was filed as active; inconclusive = small, poorly fitted or top-dose-only effect, or effect the other way, or a change in a side signal; the % refers to the signal ratio; note: % is set by controls: 0 for no effect and ±100 for the full control effect
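S3 HeLa stable clones carrying a lamin A-EGFP splicing minigene plus DsRed2 were seeded at 600 cells/well in Opti-MEM with 2% FBS, pin-dosed and incubated 48 h at 37°C. Acumen cytometry (488 nm) gave the GFP/RFP total-intensity ratio.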
ALDH1A1 inh – blocks purified human ALDH1A1 activity. P00352. Purified ALDH1A1, NADH fluorescence, propionaldehyde substrate. Potency, µM (highest dose often 75.3 µM), inactives show at the top dose activity, negative = inhibition, hits mostly inhibitors. 7.3% of 220,000 active. AID 1030; active = well fitted inhibition curve with a large enough effect, not every such curve was filed as active; inconclusive = small, poorly fitted or top-dose-only effect, or another doubt; inactive = no such curve, though single readings can be large or run the other way;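 note: plate controls were no enzyme wells and a reference inhibitor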
Target sequence (P00352 whole entry, looked up): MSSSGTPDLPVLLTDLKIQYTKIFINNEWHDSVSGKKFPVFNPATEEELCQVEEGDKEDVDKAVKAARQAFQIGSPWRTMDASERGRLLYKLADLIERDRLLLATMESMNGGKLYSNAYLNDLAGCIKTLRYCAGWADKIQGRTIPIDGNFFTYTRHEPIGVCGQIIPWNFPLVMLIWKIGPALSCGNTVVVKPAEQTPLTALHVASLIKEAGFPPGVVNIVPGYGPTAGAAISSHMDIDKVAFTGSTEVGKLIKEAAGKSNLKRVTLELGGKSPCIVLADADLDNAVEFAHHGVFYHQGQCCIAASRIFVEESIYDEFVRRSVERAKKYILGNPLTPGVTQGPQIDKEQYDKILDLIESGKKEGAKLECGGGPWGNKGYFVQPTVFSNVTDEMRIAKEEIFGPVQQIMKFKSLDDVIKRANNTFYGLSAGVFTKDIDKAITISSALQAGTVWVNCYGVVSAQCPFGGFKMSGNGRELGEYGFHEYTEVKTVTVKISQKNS
Numbers without * were called inactive; i = inactive; u = inconclusive; x = not tested or not shown; [ ] = another dose, or the depositor's remark. Unless noted, calls come from the whole dose curve; as a rule, active = well fitted curve in the direction sought with a large enough effect; inconclusive = small, poorly fitted or top-dose-only effect, or another doubt; inactive = no such curve, though single readings can be large; an effect the other way counts as inactive or inconclusive. Potency is the fitted concentration of half-maximal effect. These rows are one share of the data; rates above refer to the full screens.

#	Molecule	RECQ1 helicase	Luc counter	Tau ThT inhib	SMN2 splice up
1	COc1ccc(CC(=O)NC(C)c2nnc(SCC(=O)Nc3ccccc3)n2C)cc1 (configuration not stated)	i	5%	-5%	6%
2	COc1ccc(C2=NOC3(CC(=O)N(c4ccc(Cl)cc4)C3=O)C2)c(OC)c1 (configuration not stated)	2%	1%	-7%	-6%
3	CCCNc1nc(N2CCOCC2)nc(N2CCOCC2)n1	-4%	1%	2%	-2%
4	CCn1c(=N)c(S(=O)(=O)c2ccc(C)cc2)cc2c(=O)n3ccccc3nc21	-3%	1%	u	-3%
5	c1ccc2c(N3CCNCC3)nc(-c3ccoc3)nc2c1	-10%	-1%	u	1%
6	O=C(NC(=S)Nc1ccc2[nH]c(=O)[nH]c2c1)c1cncc(Br)c1	-5%	-3%	-11%	-1%
7	CCOc1ccc(C)cc1S(=O)(=O)NC1CCCCC1	2%	-1%	5%	x
8	O=C1N(Cc2cccnc2)C[C@@H]2C[C@@H](c3cccc(OCc4ccccc4)c3)N3CCC[C@@]123	i	x	-12%	x
9	CN(CCCC(=O)Nc1ccncc1)S(=O)(=O)c1ccc(Cl)cc1	-2%	-1%	0%	-35%[inhibitor]
10	CCCCc1c(O)nc(SCC(=O)NCC2CCCO2)[nH]c1=O (configuration not stated)	i	2%	-7%	4%
11	Nc1nnc(CC(=O)N/N=C/c2cc([N+](=O)[O-])cc(Br)c2O)s1	u	-1%	u	-10%
12	CC(=O)c1c(C)[nH]c(C(=O)COC(=O)CNS(=O)(=O)c2ccccc2)c1C	-12%	-2%	u	18%
13	COc1cccc(NC(=O)N2CCN(c3ccc(C(F)(F)F)cn3)CC2)c1	-11%	4%	-20%	-36%[inhibitor]
14	C=CCn1c(SCC(=O)NCCCC)nc2scc(-c3ccco3)c2c1=O	-13%	-1%	u	-7%
15	c1ccc(CN2CCC(Nc3ncnc4sccc34)CC2)cc1	i	-1%	-4%	-84%[inhibitor]

#	KDM4E inh	L3MBTL1 inh	LMNA splice mod	ALDH1A1 inh
1	-13%	-5%	x	-3%
2	11%	6%	8%	11%
3	7%	7%[11.4 µM]	0%	-5%
4	u	5%	u	u
5	2%	x	u	-3%
6	4%	-2%	-6%[9.22 µM]	u
7	8%	x	-23%	6%
8	-12%	-3%	x	3%
9	-2%	0%	u	7%
10	6%	3%	3%	0%
11	11µM*	u	u	u
12	-10%	5%	-4%	2%
13	u	3%	u	-2%
14	-14%	-27%	-7%	20µM*
15	1%	x	x	-9%

New compounds follow.
#	Molecule	RECQ1 helicase	Luc counter	Tau ThT inhib	SMN2 splice up
16	CC(=O)c1c(C)[nH]c(C(=O)OCn2nnc3ccccc3c2=O)c1C	-7%	x	4%	x
17	COC(=O)c1cc(-c2ccc(S(=O)(=O)N3CCCC3)cc2)c(C(F)(F)F)s1	-14%	x	-16%	x
18	O=C(CCCCn1c(=O)c2ccccc2n(Cc2ccccc2)c1=O)NC1CCN(Cc2ccccc2)CC1	3%	-2%	-5%	-28%
19	Cc1cc(C(=O)Nc2c(C)nn(Cc3c(Cl)cccc3Cl)c2C)no1	i	-2%	-3%	u
20	COc1cc(C(=O)Nc2ccc3c(c2)OCCO3)ccc1-n1cnnn1	i	1%	-13%	19%
21	O=C(C1CCN(S(=O)(=O)c2cccc3cccnc23)CC1)N1CCN(c2ccccn2)CC1	-6%	0%	-11%	-20%
22	Cn1cnnc1SCC(=O)NC1CCCc2ccccc21 (configuration not stated)	i	1%	-5%	13%
23	CCOC(=O)c1c(NC(=O)C(=O)N/N=C/c2ccccc2OC)sc2c1CCCCC2	-2%	4%	-8%	-85%[inhibitor]
24	COC(=O)c1c(-c2ccccc2)csc1NC1=NS(=O)(=O)c2ccccc21	2%	-4%	10%	0.56µM*
25	C=CCN(CC=C)C(=S)NC(=O)c1ccc(OC)cc1	i	-4%	-8%	-2%
26	COc1cc(C/C=C/c2ccccc2)c(OC)cc1O	-13%	-3%	u	3%
27	CCOC(=O)COc1cccc2c(=O)n(CC(=O)NCc3ccc4c(c3)OCO4)ccc12	1%	1%	-5%	-26%
28	O=C(Nc1nnc(C2CC2)s1)C1Cc2ccccc2CN1S(=O)(=O)c1ccccc1F (configuration not stated)	-19%	-5%	u	0%
29	Cc1ccc(Nc2ccc3nonc3c2[N+](=O)[O-])cc1	-1%	0%	u	2%
30	Cc1ccc(-n2nnnc2SCC(=O)NNC(=O)c2ccco2)cc1C	-4%	-1%	-6%	7%

#	KDM4E inh	L3MBTL1 inh	LMNA splice mod	ALDH1A1 inh
16	-3%	u	u	1%
17	-3%	20%	x	u
18	-9%	x	u	1%
19	1%	-1%	u	0%
20	-3%	x	-9%	u
21	u	-4%	0%[0.0737 µM]	-7%
22	14%	x	9%[46 µM]	0%
23	-1%	10%	-9%	u
24	0%	-15%	-5%	-8%
25	-7%	-7%	u	15µM*
26	u	x	x	u
27	u	-3%	u	5%
28	2%	-12%	-7%	-1%
29	-6%	x	x	-10%
30	7%	-2%	4%[0.0737 µM]	u

Shown in markdown: 2 of the compounds above.
| nr | Structure | RECQ1 helicase | Luc counter | Tau ThT inhib | SMN2 splice up | KDM4E inh | L3MBTL1 inh | LMNA splice mod | ALDH1A1 inh |
| --- | --- | --- | --- | --- | --- | --- | --- | --- | --- |
| 2 | COc1ccc(C2=NOC3(CC(=O)N(c4ccc(Cl)cc4)C3=O)C2)c(OC)c1 (configuration not stated) | 2% | 1% | -7% | -6% | 11% | 6% | 8% | 11% |
| 14 | C=CCn1c(SCC(=O)NCCCC)nc2scc(-c3ccco3)c2c1=O | -13% | -1% | u | -7% | -14% | -27% | -7% | 20µM* |

(cont.)
#	Molecule	RECQ1 helicase	Luc counter	Tau ThT inhib	SMN2 splice up
31	O=C(/C=C/c1ccccc1)n1cnnc1SC/C=C/c1ccccc1	-4%	0%	28µM*	u
32	N#Cc1ccc(/C=N/N=C(N)N)cc1	7%	-5%	0%	3%
33	CNC(=O)Cc1csc2ccc(Cl)cc12	-2%	3%	-11%	25%
34	CC1(C)CC(=O)c2cc(OCC(=O)O)ccc2O1	-9%	-7%	-6%	-5%
35	CCN1CCc2c(sc(NC(=S)NC(=O)c3ccc(Cl)cc3)c2C(N)=O)C1	i	x	u	x
36	O=C(CSc1nc2ccccc2o1)Nc1ccccc1N1CCCCCC1	i	-8%	-16%	-28%
37	S=c1[nH]nc(COc2ccc3c(c2)OCO3)n1-c1ccccc1	i	2%	-10%	10%
38	O=C(CSc1nnc(-c2ccc(F)cc2)c2ccccc12)Nc1c(F)cccc1F	i	-1%	-16%	-17%
39	COc1ccc(-c2nsc3c(SCC(=O)Nc4cc(C)ccc4C)ncnc23)cc1	i	0%	3%	-26%
40	COc1ccc(NS(=O)(=O)c2c(F)cc(F)c(Cl)c2F)cc1S(=O)(=O)N1CCCCC1	-8%	-2%	-1%	-15%
41	COc1ccc(CC(=O)NC(C)c2nnc(SCC(=O)c3ccc(OC)cc3)n2C)cc1 (configuration not stated)	0%	2%	1%	x
42	CCN1CCN(c2ncnc3c2oc2nc(C(C)C)c4c(c23)CCC4)CC1	-17%	-2%	-7%	-6%
43	Cc1ccc(C(=O)NC2CCCCC2)cc1	-14%	-3%	-1%	14µM*
44	N#CC(C(=S)Nc1ccccc1)c1nc2ccccc2[nH]1 (configuration not stated)	25%	x	u	x
45	CCOC(=O)c1c(C)[nH]c(C(=O)Nc2ccc3c(c2)OCO3)c1C	-4%	-9%	u	x

#	KDM4E inh	L3MBTL1 inh	LMNA splice mod	ALDH1A1 inh
31	0%	10%	-6%	-24%
32	3%	x	-9%	7%
33	-4%	-2%	1%	-1%
34	u	2%	10%	u
35	0%	-17%	x	10µM*
36	-4%	-2%	2%	-6%
37	u	10%[11.4 µM]	-1%	14µM*
38	-1%	-11%	u	-16%
39	-1%	48%[activator]	12%	7%
40	10%	8%	u	-5%
41	-1%	4%	x	0%
42	u	3%	8%	-2%
43	8%	1%	7%	10%
44	9%	-28%	x	x
45	-4%	-4%	10%	1%

Reprinted from the part before: 2 compounds, then new ones.
#	Molecule	RECQ1 helicase	Luc counter	Tau ThT inhib	SMN2 splice up
44	N#CC(C(=S)Nc1ccccc1)c1nc2ccccc2[nH]1 (configuration not stated)	25%	x	u	x
45	CCOC(=O)c1c(C)[nH]c(C(=O)Nc2ccc3c(c2)OCO3)c1C	-4%	-9%	u	x
46	COCC(=O)Nc1nc2n(n1)C(c1ccccc1Cl)CC(c1ccc(OC)cc1)N2 (configuration not stated)	i	0%	-15%	21%
47	N#Cc1cn(Cc2ccccc2)c2ccccc12	-3%	-1%	-13%	-49%[inhibitor]
48	Cc1ccc2c(CC(=O)NCC3COc4ccccc4O3)coc2c1 (configuration not stated)	-11%	x	-17%	x
49	COc1ccc(NC(=O)C(C)Oc2ccc(/C(C)=N\O)cc2)cc1 (configuration not stated)	i	-3%	-6%	16%
50	Cc1ccc2c(c1)c1ncn(Cc3ccc(F)cc3)c(=O)c1n2C	0%	x	3%	x
51	O=C(/C=C/c1ccco1)c1ccc(NC(=O)C23CC4CC(CC(C4)C2)C3)cc1	-3%	1%	u	-20%
52	COC(=O)C1CCN(c2cnccn2)CC1	1%	-2%	-3%	x
53	CCOC(=O)c1sc2nc(CC(=O)OC)nc(N(C)CCc3ccccn3)c2c1C	0%	2%	-10%	-73%[inhibitor]

#	KDM4E inh	L3MBTL1 inh	LMNA splice mod	ALDH1A1 inh
44	9%	-28%	x	x
45	-4%	-4%	10%	1%
46	u	x	2%	u
47	2%	9%[11.4 µM]	6%	u
48	u	-1%	4%	u
49	-1%	-2%	-5%	11%
50	u	6%	x	x
51	32µM*	22µM*	-9%	25µM*
52	u	5%	x	2%
53	-18%	x	x	u

High-throughput results (PubChem)
